Rac1 wt GTP bind: wildtype Rac1 GTP binding modulators, primary screen, biochemical, GST-Rac1 beads, flow cytometry, multiplex; Ras-related C3 botulinum toxin substrate 1 (Homo sapiens), P63000; fluorescent GTP binding; actives lie on both sides; 0 = cold GTP competed, 100 = untreated; GTP binding activity (% of control), % at 10 µM; hit rate 0.27% among 190,000; AID 757, 2007;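 active means GTP binding activity at least 20 points away from the 100% control level, either lower or higher; inconclusive means compound flagged as likely green fluorescent, judged across all proteins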
Rab7 wt GTP bind: modulators of GTP binding to Rab7, primary screen, biochemical, wildtype, multiplex bead flow cytometry; Rab7 GTPase wild type (dog), Bodipy-FL-GTP binding; GST-Rab7 beads, fluorescent GTP binding; actives lie on both sides; untreated = 100%, excess cold GTP = 0%; GTP binding activity (percent of control), % at 10 µM; hit rate 0.055% among 190,000;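 active means fluorescent GTP binding to Rab7 beads changed by at least 20 points from the 100% baseline, either direction, mostly lower; inconclusive means compound itself probably fluorescent, or too few beads counted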;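 further: median green fluorescence of bound Bodipy-FL-GTP per Rab7 bead population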
Pf gamet viab: late stage P. falciparum gametocyte viability inhibitors, primary screen, ATP luminescence, HTS | inhibition, % at 10.9 µM | hit rate 0.065% among 150,000 | P. falciparum stage V gametocytes, 24 h;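 active means inhibition above the mean plus 3 SD of compounds within the control limits, set per campaign, cut at about 38% in these data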;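 further: 0% = DMSO wells and 100% = medium only without gametocytes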
HRas wt GTP bind: modulators of GTP binding to HRas wildtype, primary screen, biochemical, bead-based flow cytometry, multiplex | GTPase HRas (Homo sapiens), P01112 | GST-Ras wt beads, Bodipy-FL-GTP binding; actives lie on both sides | GTP binding activity, % at 10 µM | hit rate 0.14% among 190,000;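 active means GTP binding activity at least 20% away from the 100% baseline, either lowered as inhibitor or raised as activator; inconclusive means flagged as likely green fluorescent, judged across all proteins in the well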;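 further: 0% = unlabeled GTP competition control and 100% = no-compound control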
Target sequence (P01112 whole entry, looked up): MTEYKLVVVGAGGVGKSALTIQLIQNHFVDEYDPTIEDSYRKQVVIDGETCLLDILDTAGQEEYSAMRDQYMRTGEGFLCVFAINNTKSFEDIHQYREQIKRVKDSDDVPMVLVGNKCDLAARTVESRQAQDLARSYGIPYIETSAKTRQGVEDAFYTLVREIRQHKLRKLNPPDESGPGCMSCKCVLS
Mcl1 Bid PPI: Mcl-1/Bid binding inhibitors, primary screen, biochemical, TR-FRET, 1536-well; TR-FRET Mcl-1/Bid-Dy647 peptide binding; inhibition, % at 21.7 µM; hit rate 0.97% among 220,000; AID 1021, 2008;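 active means compounds that cut the binding signal by more than half at the single screening dose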;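 further: His-tagged Mcl-1 with europium anti-His antibody binding Bid BH3 peptide; 0% = Mcl-1 plus peptide wells and 100% = peptide-only wells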
Target sequence (Q07820 whole entry, looked up): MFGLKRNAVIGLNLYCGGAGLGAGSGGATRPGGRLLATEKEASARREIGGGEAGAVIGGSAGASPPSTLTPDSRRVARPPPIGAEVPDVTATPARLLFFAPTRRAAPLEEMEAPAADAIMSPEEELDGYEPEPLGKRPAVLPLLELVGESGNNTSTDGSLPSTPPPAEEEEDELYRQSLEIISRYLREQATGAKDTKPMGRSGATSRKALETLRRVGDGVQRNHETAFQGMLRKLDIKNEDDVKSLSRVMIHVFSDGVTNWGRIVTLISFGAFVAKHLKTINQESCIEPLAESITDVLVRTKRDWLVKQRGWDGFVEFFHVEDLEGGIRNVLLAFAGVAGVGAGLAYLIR
Rab2 wt GTP: modulators of GTP binding to Rab2A wildtype, primary screen, biochemical, dog, bead-based flow cytometry, multiplex. Ras-related protein Rab-2A (Canis lupus familiaris), P61105. GST-Rab2 wt beads, Bodipy-GTP binding. GTP binding activity, % at 10 µM. hit rate 0.19% among 190,000;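 active means GTP binding activity at least 20 points away from 100%, either lowered or raised; inconclusive means signal likely due to the compound's own green fluorescence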;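 further: 0% = beads with excess unlabeled GTP and 100% = no-compound control corrected for plate trend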
Mcl-1 Bim block: inhibitors of Bim peptide binding to Mcl-1, primary screen, biochemical, bead-based flow cytometry, multiplex | hit rate 0.1% among 190,000 | inhibition, % at 10 µM | Bim peptide-Mcl-1 binding; in the data active means inhibition above about 40%;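 further: 0% = no compound tracer wells and 100% = peptide blocker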
Mcl1 Noxa PPI: Mcl-1/Noxa binding inhibitors, primary screen, biochemical, TR-FRET, 1536-well; inhibition, % at 21.7 µM; hit rate 1.5% among 220,000; TR-FRET Mcl-1/Noxa peptide binding, 2 h;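 active means compounds that cut the protein-peptide binding signal by more than 50% relative to plate controls in a single-dose test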;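 further: His-tagged Mcl-1 with rhodamine Noxa BH3 peptide and terbium anti-His antibody; 0% = Mcl-1 plus Noxa peptide wells and 100% = peptide-only wells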
Rac1 act GTP bind: GTP binding modulators of activated mutant Rac1, primary screen, biochemical, bead-based flow cytometry, multiplex, fluorescent GTP; GST-Rac1 activated beads; actives lie on both sides; 100% means binding = to untreated wells; percent activity (GTP binding), % at 10 µM; Ras-related C3 botulinum toxin substrate 1 (Homo sapiens), P63000; hit rate 0.11% among 190,000;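 active means GTP binding at least 20 percentage points away from the 100% baseline, in either direction, so actives lie on both sides; inconclusive means Compound likely fluorescent itself, or too few beads counted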
Cdc42 wt: modulators of GTP binding to wildtype Cdc42, primary screen, biochemical, multiplex bead flow cytometry, Bodipy-GTP. Cell division control protein 42 homolog (Homo sapiens), P60953. GST-Cdc42 beads; actives lie on both sides. percent activity (GTP binding), % at 10 µM. hit rate 0.2% among 190,000;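 active means percent activity GTP binding at least 20 points away from the 100% baseline, either down as inhibitor or up as activator; inconclusive means compound flagged as likely green fluorescent from well-wide comparison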;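 further: median bead fluorescence of bound Bodipy-FL-GTP at 100 nM; 0% = excess unlabeled GTP control and 100% = no compound control; below 100% means less GTP binding so inhibitor and above means activator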
Target sequence (P60953 whole entry, looked up): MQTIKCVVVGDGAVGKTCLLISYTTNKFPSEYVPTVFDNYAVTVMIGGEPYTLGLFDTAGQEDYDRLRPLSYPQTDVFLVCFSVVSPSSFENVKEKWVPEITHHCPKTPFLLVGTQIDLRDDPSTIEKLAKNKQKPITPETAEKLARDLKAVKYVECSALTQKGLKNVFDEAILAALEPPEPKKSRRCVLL
Avidin fluor: green autofluorescence of compounds with avidin beads – biophysical, 488/530 nm, flow cytometry, artefact control, profiling panel; compound fluorescence 488/530 nm; active compounds read high; hit rate 0.38% among 220,000; AID 1775, 2009; fluorescence (KMESF) at 10 µM; in the data active means fluorescence above about 47; further: inactives centre near 10
* hit, by the source's call; ? = inconclusive; . = not tested or not shown.

Below each SMILES – Rac1 wt GTP bind, Rab7 wt GTP bind, Pf gamet viab, HRas wt GTP bind, Mcl1 Bid PPI, Rab2 wt GTP, Mcl-1 Bim block, Mcl1 Noxa PPI, Rac1 act GTP bind, Cdc42 wt, Avidin fluor
CCCOc1c(Br)cc(C(=O)NCC)cc1OC
  103, 106, -9, 103, -19, 101, 2, -5, 101, 102, 14
CCCCN(CC)CCNC(=O)c1cc2c(=O)n(C)c3ccccc3c2n1C
  103, 99, ., 100, -25, 100, 0, 42, 98, 102, 8
COc1ccc(CNC(=O)CN(CC2CCCO2)C(=O)CNS(=O)(=O)c2ccc(C)cc2)cc1 (configuration not stated)
  105, 104, 22, 104, -32, 103, 3, 14, 100, 105, 15
CCN(CC)C(=O)CN1C(=O)C(=O)c2ccccc21
  100, 95, -2, 94, 1, 94, -3, 9, 97, 99, 18
COc1ccc(C(=O)NCC(=O)OCC(=O)Nc2sccc2C#N)cc1OC
  93, 95, 12, 92, -31, 89, 0, 42, 91, 86, 12
O=C(O)CSc1nnc(C2CC2)n1-c1ccccc1
  94, 93, ., 96, 11, 94, -3, 7, 94, 96, 6
O=[N+]([O-])c1ccc(N2CCN(CCO)CC2)cc1NCc1ccco1
  104, 103, ., 101, -78, 97, -3, -6, 100, 102, 5
COc1ccc(S(=O)(=O)N2CCCC(C(=O)N3CCOCC3)C2)cc1C (configuration not stated)
  102, 97, 28, 98, -1, 100, -4, -4, 96, 98, 15
CC(C)(C)n1nc2c(c1NC(=O)c1ccc(S(=O)(=O)N3CCCC3)cc1)CSC2
  101, 101, 12, 101, -6, 100, -4, 15, 98, 99, 9
CCOc1ccc(NC(=O)Cc2cccc3ccccc23)c([N+](=O)[O-])c1
  104, 97, 26, 100, -2, 99, -2, 3, 100, 103, 17
Cc1ccc(S(=O)(=O)N2CCNC(=O)CC2)cc1
  105, 97, 0, 100, -6, 101, -1, -12, 99, 102, 14
Cc1ccc2c(c1)nnn2C1CCN(S(=O)(=O)c2ccc(C(=O)O)cc2)CC1
  100, 95, ., 94, -16, 94, -2, 21, 93, 94, 15
O=C(CNC(=O)c1ccc(Cl)cc1)OCC(=O)c1ccc2c(c1)OCCO2
  106, 101, ., 101, -25, 99, -28, 11, 97, 103, 11
CC1(C)Cc2c(sc3nc(N/N=C/c4ccccc4)[nH]c(=O)c23)CO1
  98, 99, 2, 99, 12, 98, -1, 30, 97, 100, 13
Cc1ccc(N=C2CCCN2Cc2ccccc2)c(C#N)c1
  106, 98, -21, 100, 2, 97, -5, -3, 99, 101, 7
CN1CCN(C2=C(Cl)C(=O)N(C3CCCCC3)C2=O)CC1
  109, 104, 19, 104, -42, 104, -1, 4, 103, 107, 6
O=C(CNS(=O)(=O)c1ccc(Br)s1)NC1CCCc2ccccc21 (configuration not stated)
  110, 103, 6, 104, -10, 103, -1, 17, 99, 100, 5
COc1ccc2c(-c3ccccc3)cc(=O)[nH]c2c1
  95, 98, ., 98, -2, 96, -5, -11, 94, 95, 7
CCOC(=O)C1CCCN(C(=O)c2ccccc2Oc2ccccc2)C1 (configuration not stated)
  101, 98, 20, 98, 1, 97, -3, 20, 99, 99, 29
COc1ccc(-c2ccnc3nc(-n4cccc4)nn23)cc1
  97, 100, ., 94, 14, 92, -3, 51*, 96, 96, 20
Cn1c(=O)c2c3c(sc2n2c(SCc4ccccc4)nnc12)CCCC3
  101, 97, ., 97, 2, 96, -4, 7, 96, 98, 4
COc1ccc(-c2cn3cc(Br)cnc3n2)cc1
  96, 95, 8, 97, -23, 93, 0, 23, 93, 93, 10
Cc1cc(N2CCOCC2)nc2ccccc12
  108, 99, ., 102, 6, 99, 2, 19, 100, 103, 6
CC1CCCC(C)N1S(=O)(=O)c1ccc(NC(=O)CCn2cnc3ccccc3c2=O)cc1 (configuration not stated)
  98, 96, -3, 98, -21, 97, -3, -15, 97, 99, 3
O=C(O)c1ccc(CNCc2ccc(F)cc2)cc1
  83, 94, 13, 86, 4, 85, 0, -5, 80, 79*, 10
COc1cccc(CCc2nnc(CCC(=O)N3CCN(Cc4ccccn4)CC3)o2)c1
  95, 98, 11, 94, -20, 97, -1, 7, 96, 95, 6
CC(C)N(C#N)c1nc(N2CCOCC2)nc(N2CCOCC2)n1
  106, 104, ., 102, 0, 104, -1, 14, 102, 103, 8
CN(C)S(=O)(=O)c1ccc(NC(=O)c2c(F)cccc2Cl)cc1
  106, 105, ., 106, -8, 102, -1, -4, 100, 104, 38
Nc1nc2ccccc2n1/N=C/c1cccnc1
  99, 98, ., 99, -7, 98, -4, -2, 98, 100, 22
O=C(NN1C(=O)c2cc(Br)ccc2NC1c1ccccc1Cl)c1ccncc1 (configuration not stated)
  100, 98, -33, 98, 1, 96, -5, 11, 99, 97, 3
CC(C)CN(C)C(=O)CC1C(=O)NCCN1C (configuration not stated)
  ?, ?, ., ?, -51, ?, -3, -20, ?, ?, 14
COc1cccc(-c2nn(-c3ccccc3)cc2C(=O)O)c1
  100, 98, ., 99, 6, 99, 1, 24, 98, 99, 5
CCN(C#N)c1nc(NC(C)C)nc(NC(C)(C)C)n1
  ?, ?, 15, ?, -25, ?, 0, 1, ?, ?, 13
COc1ccc(N(CCC(=O)O)S(=O)(=O)c2ccc(C)cc2C)cc1
  98, 100, -40, 97, 16, 95, 2, 21, 95, 96, 13
COc1cc(OC)cc(-c2cc(N3C(=O)Nc4ccccc4N3O)n[nH]2)c1
  100, 96, ., 97, -13, 95, -3, 8, 99, 95, 4
COC(=O)CSc1ccc(-c2nc3ccc(C)cc3[nH]2)cn1
  95, 99, ., 101, -6, 100, 0, 32, 93, 100, 12
CCc1cccc(C)c1NC(=S)NCc1ccc2[nH]c(C)cc2c1
  105, 102, ., 101, -12, 100, -3, 1, 99, 101, 7
COc1ccc(C(=O)Oc2ccc3c(c2)OCO3)cc1OC
  103, 97, -7, 102, -10, 100, 3, -4, 101, 105, 8
C(=NCCCN1CCOCC1)c1ccc2c(c1)OCO2
  96, 92, ., 94, -33, 97, 3, -5, 95, 93, 13
COc1ccc(/C=C(\C#N)C(=O)ONC2=NCCCCC2)cc1
  101, 99, ., 97, -13, 94, -3, 16, 95, 97, 8
O=C(CCSc1ccccc1)NC(=O)COC(=O)C1CCCCC1
  90, 88, -12, 92, -13, 93, 1, 16, 88, 90, 13
COc1ccccc1/C=C/C(C)=O
  103, 106, -17, 101, -6, 99, 0, 3, 97, 94, 6
S=C1NC2=C(C(c3ccc(Br)cc3)N1)N1CCC2CC1 (configuration not stated)
  97, 101, ., 97, -16, 99, 0, 8, 97, 98, 5
CN(C(=O)c1c(Br)cnn1C)C12CC3CC(CC(C3)C1)C2
  104, 105, 4, 99, 3, 100, -1, 17, 100, 104, 15
CCC(CC)C(=O)c1c[nH]c(C(=O)NCCOC)c1
  99, 98, ., 96, -30, 97, 0, 0, 94, 96, 6
CCc1nnc(NC(=O)c2cc(-c3ccccc3)nn2-c2ccccc2)s1
  89, 95, 10, 94, 2, 96, -3, 19, 93, 93, 26
CCCN(C(=O)/C=C/c1ccco1)c1c(N)n(Cc2ccccc2)c(=O)[nH]c1=O
  97, 105, -32, 99, -62, 100, -1, 6, 94, 97, 7
CNC(=S)NNC(=O)CNc1ccc(C)c(Cl)c1
  96, 98, 5, 95, -48, 94, -2, 14, 94, 95, 26
CCOC(=O)c1cnc2c(cnn2C)c1NCCC#N
  101, 100, -40, 98, -1, 99, 0, 4, 98, 100, 18
CN(c1ccc(C(=O)NCc2cccnc2)cc1)S(C)(=O)=O
  103, 96, 8, 99, -8, 102, -3, -19, 100, 99, 21
COCCn1c(C)cc(C(=O)CSc2nncn2-c2ccccc2)c1C
  110, 101, 8, 103, -10, 106, -8, 1, 98, 106, 41
CCN(CC)S(=O)(=O)c1ccc(NC(=O)Cn2cnc3ccccc3c2=O)cc1
  95, 99, 1, 99, 0, 97, -1, 6, 94, 96, 14
CCO[C@H]1OC(C(=O)N2CCN(Cc3ccc4c(c3)OCO4)CC2)=C[C@@H](C2CC2)[C@@H]1CCCO
  96, 97, 4, 95, -5, 97, 0, -11, 95, 93, 3
Cc1cc(C(=O)Nc2c(C)n(C)n(-c3ccccc3)c2=O)c(C)o1
  103, 101, ., 102, -3, 101, -1, 18, 99, 102, 8
O=c1c2ccccc2c(-c2ccc(Cl)cc2)nn1-c1ccccc1
  97, 96, -12, 98, 1, 97, 0, -2, 97, 100, 36
Cc1ccc(C)n1-c1ccc(C(=O)NN)s1
  106, 104, -12, 98, -45, 100, -2, -18, 100, 98, 22
Cc1ccc(-n2c(O)c(C=Nc3ccc4c(c3)OCO4)c3ccccc3c2=O)cc1C
  102, 104, -4, 105, -10, 105, -1, 5, 100, 105, 7
COc1ccc(NC(=O)c2cccnc2C(=O)O)c(OC)c1
  105, 100, 0, 102, -12, 102, -5, 48, 99, 103, 11

High-throughput results deposited in PubChem BioAssay by several laboratories.
